PglD inh = C. jejuni PglD acetyltransferase inhibitors, primary screen, biochemical, DTNB colorimetric, single point | UDP-N-acetylbacillosamine N-acetyltransferase PglD (Campylobacter jejuni) | purified PglD enzyme, DTNB colorimetric CoA detection | inhibition, % at 12.5 µM | 360,000 tested, 0.098% active | AID 602405, 2012; in the data active means inhibition above about 16%, passing the limit was not always enough; further: strong numbers were not always called active
Statin myotox sup = suppressors of statin myotoxicity in C2C12 myotubes, primary screen, cell-based, single point, plate reader; C2C12 myotubes + simvastatin, ATP luminescence, 48 h; scaled: DMSO 0, geranylgeraniol control 100; 330,000 tested, 0.78% active; AID 602340, 2012; rescue of ATP level, % at 7.49 µM;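 active means mean ATP rescue above about 67%, or every replicate alone reaching that limit, limit read from the data, passing the limit was not always enough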;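 further: myotubes were challenged with 10 µM simvastatin during compound exposure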
Cneo AK release = Cryptococcus neoformans cell lysis inducers, primary screen, AK release luminescence, single concentration. C. neoformans lysis, adenylate kinase release luminescence, 4 h; normalised: neutral wells 0, clomiphene wells 100. lysis activity, % at 15 µM. 360,000 tested, 0.2% active;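 active means mean lysis activity across replicates of at least 80%, whatever share of replicates individually reach that level; inactive means mean lysis activity below 80%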
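Material – Cryptococcus neoformans yeast cells · Quantity – 5 × 10^6 yeast cells/mL · Buffer or medium – YPD medium · Compound – single dose · Timing – 4 h static compound exposure, 37 °C, read 1 h post-reagent · Signal – adenylate kinase release luminescence · Read-out basis – lysis from increased AK signal · Benchmarks – Clomiphene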
miR-122 sensor = miR-122 Renilla sensor signal increase in Huh7, primary screen, miR-122 inhibitor project, cell-based, single point, plate reader; Huh7 miR-122 Renilla luciferase sensor, 48 h; neutral wells = 0, positive control = 100; 340,000 tested, 0.3% active; activation (reporter increase), % at 12.5 µM;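 active means mean replicate activation score at least 90 and every replicate individually at or above 90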;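 further: higher luciferase means less miR-122 activity so hits act as miR-122 inhibitors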
FN deposit inh = inhibitors of fibronectin matrix deposition, primary screen, AH1F cells, Alexa488-fibronectin fluorescence, plate reader | 350,000 tested, 0.086% active | AH1F fibroblasts, overnight | AID 743247, 2014 | inhibition, % at 12.6 µM;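 active means mean inhibition across replicates of 30% or more, regardless of how many single replicates reach that level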;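 further: positive control wells lacked labelled fibronectin entirely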
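Material: AH1F fibroblast monolayer depositing Alexa488-labelled fibronectin into matrix / Amount: 10000 AH1F cells per well / Signal: fluorescence 485/525 nm / Medium: DMEM, 2% serum / Compound: single dose, pinned / Incubation: 1 h cell adhesion before compound, then overnight fibronectin incubation / Reagent: Alexa488-FN, 24 nM final / Read-out: inhibition of fibronectin deposition signal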
INS-1E GSIS act = GLuc luminescence reporter in INS-1E cells, primary screen for activators of glucose-dependent secretion of insulin. INS-1E GLuc reporter insulin secretion, 2-3 h. activation, % at 16.6 µM. 370,000 tested, 0.61% active. AID 743287, 2014;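 active means lowest replicate activation of at least 40%, so every replicate reaches that level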;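 further: 0% = median of neutral control wells and 100% = median of IBMX positive control wells; some compounds called inactive have numbers as strong as hits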
PGC1a acetyl inh = inhibitors of PGC1a acetylation signal, primary screen, cell-based, U2OS, AlphaScreen, inhibitor mode; AlphaScreen anti-acetyl-lysine; with virally co-expressed GCN5 acetyltransferase; inhibition, % at 15.6 µM; 350,000 tested, 0.17% active; AID 651687, 2012;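 active means every replicate shows inhibition of at least 40%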;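 further: 0% = neutral control wells and 100% = positive control wells; some results beyond the cut were filed as inactive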
F508del corr = F508del CFTR correction, initial screen, CFBE line, single point; CFBE cells, YFP halide quenching; stimulated with forskolin plus potentiator P3; % fluorescence drop versus neutral controls; activity (quench increase), % at 7.58 µM; 350,000 tested, 0.36% active; AID 720511, 2013;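 active means mean added fluorescence quench of at least 8% versus neutral control, with both replicates also reaching 8%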;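 further: cells transiently co-express mutant CFTR-F508del with the halide-sensitive YFP; corrector assay measuring rescue of mutant channel to the surface after 24 h compound exposure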
* = called active by the depositor; x = no result given; & = joins results of further samples; [ ] = remark or other dose.

SMILES	PglD inh	Statin myotox sup	Cneo AK release	miR-122 sensor	FN deposit inh	INS-1E GSIS act	PGC1a acetyl inh	F508del corr
CN=c1scc(C)n1/N=C/c1cc(Br)c(O)c(OC)c1	-3.4	4.2	1.2	5.6	-2.0	43.0	0.3	1.1
O=C(CN1CC(=O)Nc2ccccc21)Nc1ccc(F)c(F)c1	x	x	x	x	-8.3	-23.8	2.1	1.2
O=C(NNC(=S)NC1CCCCC1)c1ccc2c(c1)OCO2	-136.1	x	-3.4	106.1*	-3.1	1.1	x	-2.6
Cc1cc(=O)c2c(C)ccc(C)c2[nH]1	-0.9	1.8	-2.7	-2.6	-7.6	-23.0	x	-1.6
Cc1ccc(S(=O)(=O)N[C@H]2CC[C@@H](CC(=O)NCc3ccccc3F)O[C@@H]2CO)cc1	2.1	-1.7	-1.7	x	x	17.9	5.5	-1.7
COc1ccc(CN(C)C[C@H]2Oc3c(NC(=O)C4CCOCC4)cccc3C(=O)N([C@H](C)CO)C[C@@H]2C)cc1	-7.2	-1.3	-1.3	49.5[16.7 µM]	x	8.1	3.5	-1.2
Nc1nc(SCc2ccc([N+](=O)[O-])cc2)c2ncn(C3OC(CO)C(O)C3O)c2n1 (stereo unspecified)	5.3	x	-8.0	-3.5	2.7	-7.2	12.5	6.2
CC(C)n1cc(CN2CCN(C)C(CCO)C2)c2ccccc21 (stereo unspecified)	1.8	3.0	-0.4	-5.1	-11.2	-5.5	10.9	-0.6
O=C(c1ccncc1)N1C[C@@H]2[C@H](c3ccccc31)[C@H](CO)N2C(=O)c1ccncc1	-2.5	-8.5	2.7	5.1[16.7 µM]	x	-1.5	-0.9	-4.0
CN(CCC1CCOCC1)C(=O)CC1C(=O)NCCN1Cc1ccccc1F (stereo unspecified)	3.2	1.3	2.7	1.1	-7.4	-14.3	3.1	-1.4
C[C@@H]1CCCCO[C@H](CN(C)S(C)(=O)=O)[C@@H](C)CN([C@H](C)CO)C(=O)c2cc(NC(=O)c3ccccc3)ccc2O1	-1.8	-3.4	-3.0	-1.5[16.7 µM]	x	9.9	11.1	-1.4
O=C(NC(=S)Nc1ccccn1)c1cc(-c2ccccc2)nc2ccccc12	1.0	x	1.4	-4.3	x	-19.9	2.6	x
C[C@@H]1CN([C@H](C)CO)S(=O)(=O)c2ccc(-c3cccnc3)cc2O[C@H]1CN(C)C(=O)CC1CC1	-0.3	-9.2	-7.2	-3.8[16.7 µM]	x	2.9	3.0	-1.3
Cc1ccc(-n2c(C)cc(C(=O)CSc3nnc4ccccn34)c2C)cc1	x	x	x	x	1.1	-15.0	1.6	-5.7
C[C@H](NC(=O)c1ccco1)C(=O)Nc1cc(S(=O)(=O)N2CCCC2)ccc1OCC(F)(F)F	-3.2	6.1	0.0	-2.3	-2.4	-11.7	-9.1	-3.3
N#CCSCC(=O)Nc1ccc(Cl)cc1	8.7	6.2	0.8	-0.7	-3.5	x	-16.6	x
CO[C@@H]1CN(C)C(=O)c2cc(NC(=O)NC3CCCCC3)ccc2OC[C@@H](C)N(C)C[C@@H]1C	0.5	-7.4	-1.1	x	0.7	24.4	13.6	0.7
c1ccc2cc(OCCOCCOc3ccc4ccccc4c3)ccc2c1	-2.7	-11.6	-4.1	26.8	-2.6	5.0	7.5	-0.8
c1ccc(Nc2ncnc3sccc23)cc1	-1.0	-47.3	-0.7	-4.5	5.1	24.3	12.1	0.1
COCC(=O)N1[C@@H](CO)[C@@H]2c3ccccc3N(C)C[C@@H]21	-2.4	-5.4	-3.4	7.1[16.7 µM]	3.6	4.6	2.4	0.0
O=C(O)/C=C/C(=O)Nc1nccs1	5.2	-4.1	-1.3	-2.0	5.5	-0.7	x	2.1
O=C(c1c(F)c(F)c(F)c(F)c1F)N(Cc1ccccc1)Cc1ccccc1	-3.0	-1.8	-0.8	0.8	-5.9	x	-4.1	x
C[C@H](CO)N1C[C@H](C)[C@@H](CN(C)C(=O)Nc2ccc3c(c2)OCO3)Oc2ccc(NS(=O)(=O)c3cn(C)cn3)cc2CC1=O	0.6	-28.4	-4.9	12.4[16.7 µM]	x	-8.3	-5.6	0.4
CCC1CCCCN1CCCNC(=O)CCC(=O)N1CC(C)Oc2ccccc21 (stereo unspecified)	-2.0	-4.6	-0.2	-6.5	-5.5	-8.4	-36.2	1.0
C/C=C/C(=O)Nc1nnc(C2CCCCC2)s1	-2.5	-3.3	-1.1	-16.8	-4.7	x	x	0.4

Reprinted at random: five entries already listed
SMILES	PglD inh	Statin myotox sup	Cneo AK release	miR-122 sensor	FN deposit inh	INS-1E GSIS act	PGC1a acetyl inh	F508del corr
c1ccc2cc(OCCOCCOc3ccc4ccccc4c3)ccc2c1	-2.7	-11.6	-4.1	26.8	-2.6	5.0	7.5	-0.8
O=C(c1ccncc1)N1C[C@@H]2[C@H](c3ccccc31)[C@H](CO)N2C(=O)c1ccncc1	-2.5	-8.5	2.7	5.1[16.7 µM]	x	-1.5	-0.9	-4.0
N#CCSCC(=O)Nc1ccc(Cl)cc1	8.7	6.2	0.8	-0.7	-3.5	x	-16.6	x
CN=c1scc(C)n1/N=C/c1cc(Br)c(O)c(OC)c1	-3.4	4.2	1.2	5.6	-2.0	43.0	0.3	1.1
CCC1CCCCN1CCCNC(=O)CCC(=O)N1CC(C)Oc2ccccc21 (stereo unspecified)	-2.0	-4.6	-0.2	-6.5	-5.5	-8.4	-36.2	1.0

Continuation.
SMILES	PglD inh	Statin myotox sup	Cneo AK release	miR-122 sensor	FN deposit inh	INS-1E GSIS act	PGC1a acetyl inh	F508del corr
CNC[C@H]1Oc2ccc(NC(=O)Nc3ccc(F)cc3)cc2CC(=O)N([C@H](C)CO)C[C@@H]1C	-1.5	-6.5	3.0	-1.3[16.7 µM]	-14.1	0.9	-0.9	1.6
COc1ccc(NC(=O)CSc2nnc(-c3ccccn3)n2-c2ccccc2)cc1OC	-3.4	-16.5	-3.2	-2.1	10.5	x	3.5	x
CC(=O)Nc1ccc(S(=O)(=O)N(C)CC(=O)OC(C)C(=O)N(C)Cc2ccccc2)cc1 (stereo unspecified)	-7.3	7.7	0.9	x	4.3	16.7	x	-0.7
CC(C)C(C(=O)N1CCN(Cc2ccccc2)CC1)c1ccccc1 (stereo unspecified)	-1.1	-5.7	-0.6	-11.1	2.3	-12.4	4.7	-0.2
COCCCN1C(=O)C(CC(=O)NCC2CCCCC2)CC(C(=O)N(C(C)C)C(C)C)=C1C (stereo unspecified)	-4.2	-1.6	-0.6	-2.4	0.5	-9.1	6.9	1.8
COc1ccc(NC(=O)Nc2ccc3c(c2)CC(=O)N([C@@H](C)CO)C[C@@H](C)[C@@H](CN(C)Cc2ccc(Cl)c(Cl)c2)O3)cc1	1.5	-86.2	-1.6	-1.5[16.7 µM]	x	-16.1	4.3	3.1
COc1ccc(C(=O)COC(=O)c2sc(C)nc2C)cc1Cl	3.9	3.1	0.7	x	-0.1	9.2	x	2.5
CC1(c2ccc(Cl)cc2)NC(=O)N(CC(=O)NCc2ccc(F)cc2)C1=O (stereo unspecified)	-4.8	-4.2	-0.6	x	0.8	-12.1	x	1.4
CCCCN(C)c1c(C)nc2ccc(C(=O)Nc3ccc(OC)c(OC)c3)cn12	-2.6	6.8	-0.6	-1.2	6.6	x	-3.0	-1.1
COC(=O)CSc1nnc(-c2ccncc2)o1	7.5	1.0	4.9	-0.4	19.6	x	5.2	x
COc1ccc(C(c2nnnn2Cc2ccccc2)N2CCN(c3ccccc3)CC2)cc1 (stereo unspecified)	2.2	-11.3	-1.7	-6.5	x	x	-1.6	x
Cc1oc(-c2ccc(Cl)cc2)nc1CN1CCCC(C(=O)N2CCOCC2)C1 (stereo unspecified)	1.2	5.2	5.2	-4.3	0.2	10.7	3.9	-0.1
Cc1cc(-c2c(C)[nH]n(-c3ccc(Cl)cc3)c2=O)n[nH]1	2.9	-8.0	10.6	9.5	-2.5	x	-4.8	x
O=C(CNc1cccc2ccccc12)N/N=C/C=C/c1ccco1	x	x	x	x	3.6	-5.0	-5.4	-1.1
O=C(C[C@H]1C[C@H]2c3cc(NS(=O)(=O)c4ccc(F)cc4)ccc3O[C@H]2[C@H](CO)O1)NCc1ccncc1	0.6&-3.3	11.3&2.0	-0.5&10.1	-4.3	2.4&-22.3	11.4&-5.1	-2.4&-11.7	1.6&-2.0
O=C(NCCc1ccco1)c1ccc(OCc2cn3ccccc3n2)cc1	8.1	4.1	-0.9	-7.0	x	3.3	2.3	1.3
O=C(C[C@@H]1CC[C@@H](NC(=O)Nc2ccc(F)cc2)[C@@H](CO)O1)NCCN1CCCC1	-2.2	8.3	-0.9	x	3.0	8.8	-6.7	-4.3
CCN1CCSc2ccc(C(=O)NCc3ccccc3Br)cc21	-2.6	2.8	0.3	30.8	6.5	8.0	5.8	0.7
CC(NC(=O)c1ccccc1Cl)C1CC2CCC1C2 (stereo unspecified)	3.4	-13.6	-3.8	x	-1.8	-0.2	x	2.1
Cc1ccc(-n2nc3ccc(NC(=O)c4ccc5c(c4)OCO5)cc3n2)cc1	-2.2	1.2	-0.7	3.5	x	x	-2.4	x
CCOc1ccc(CCNC(=O)CS(=O)Cc2nc(-c3ccc(C)cc3)oc2C)cc1OCC (stereo unspecified)	-2.7	41.3	-1.4	-1.5	3.6	28.2	x	4.3
COc1ccc(-c2coc3cc4oc(=O)cc(C)c4cc23)cc1F	4.7	-59.2	-0.8	-4.5	x	x	-0.2	x
CC(C)(C)OC(=O)N(CCc1ccccc1)Cc1cccc(OCc2cccc(NC(=O)c3ccccc3)c2)c1	1.0	-11.3	3.7	-0.5	-0.9	6.5	-2.7	4.5
CC1=NN(C(=O)c2ccc(Cn3nc(C)c([N+](=O)[O-])c3C)o2)C(O)(C(F)(F)F)C1 (stereo unspecified)	0.4	1.6	1.3	1.9	3.0	-7.7	-1.0	x
C[C@@H]1CCCCO[C@@H](CN(C)C(=O)Nc2ccccc2)[C@H](C)CN([C@@H](C)CO)C(=O)c2cc(NC(=O)CCC(F)(F)F)ccc2O1	-0.3	x	1.5	-7.5[16.7 µM]	-1.3	7.0	-9.3	-1.2
O=C(C[C@@H]1CC[C@@H]2[C@H](COC[C@@H](O)CN2C(=O)Nc2cccc(F)c2)O1)NCc1ccccc1F	-4.8	-6.3	-5.2	36.2[16.7 µM]	-8.0	-6.1	3.2	0.9
C/C=C/c1ccc([C@H]2[C@@H](C#N)N(c3ncc(CC)s3)[C@H]2CO)cc1	-3.8	-21.8	-3.1	x	-2.2	-10.7	-21.4	-1.3
Cc1ccc(Sc2cc(C)nc(-c3ccccn3)n2)cc1	1.6	x	31.0	-3.2	-1.7	x	-2.5	-0.2
CN(C)C(=O)c1cccc(-c2cccc3nccn23)c1	0.4	11.0	-0.1	3.6	x	x	-7.6	6.9
